# EP2 mod: modulates human prostaglandin E2 receptor EP2 signaling | EP2-expressing cells, cAMP HTRF FRET, PGE2 co-stimulation | induction, % at 25 µM | 0.83% of 260,000 active | P43116;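 active = compounds whose cAMP rise, as percent of the full-agonist control response, exceeds 60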;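 also: rat C6 glioma line stably carrying human EP2 under a CMV promoter; the protocol text gives 20 µM as final concentration; 100% = response of wells given 1 µM PGE2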
# Target sequence (P43116 whole entry, looked up): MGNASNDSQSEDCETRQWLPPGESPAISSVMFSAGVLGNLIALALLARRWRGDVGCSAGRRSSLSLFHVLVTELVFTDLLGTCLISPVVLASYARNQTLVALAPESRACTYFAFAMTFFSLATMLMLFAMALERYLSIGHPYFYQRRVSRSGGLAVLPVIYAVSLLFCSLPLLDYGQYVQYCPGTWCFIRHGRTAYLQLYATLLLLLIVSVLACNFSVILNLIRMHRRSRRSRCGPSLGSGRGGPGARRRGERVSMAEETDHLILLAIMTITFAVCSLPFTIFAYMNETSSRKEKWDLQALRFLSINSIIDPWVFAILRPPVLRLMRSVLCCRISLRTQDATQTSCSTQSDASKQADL
# TRPML3 agonist: agonists of human TRPML3 channel; HEK293 TRPML3-YFP, Fluo-8 calcium fluorescence; 100% = the carbachol control signal; activation, % at 3 µM; 0.29% of 220,000 active;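 active = activation above its plate's cutoff, the mean activation of the plate's test wells plus 3 SD, cut at about 12% in these data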;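 also: 0% = DMSO only wells and 100% = carbachol wells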
# Target sequence (Q8TDD5 whole entry, looked up): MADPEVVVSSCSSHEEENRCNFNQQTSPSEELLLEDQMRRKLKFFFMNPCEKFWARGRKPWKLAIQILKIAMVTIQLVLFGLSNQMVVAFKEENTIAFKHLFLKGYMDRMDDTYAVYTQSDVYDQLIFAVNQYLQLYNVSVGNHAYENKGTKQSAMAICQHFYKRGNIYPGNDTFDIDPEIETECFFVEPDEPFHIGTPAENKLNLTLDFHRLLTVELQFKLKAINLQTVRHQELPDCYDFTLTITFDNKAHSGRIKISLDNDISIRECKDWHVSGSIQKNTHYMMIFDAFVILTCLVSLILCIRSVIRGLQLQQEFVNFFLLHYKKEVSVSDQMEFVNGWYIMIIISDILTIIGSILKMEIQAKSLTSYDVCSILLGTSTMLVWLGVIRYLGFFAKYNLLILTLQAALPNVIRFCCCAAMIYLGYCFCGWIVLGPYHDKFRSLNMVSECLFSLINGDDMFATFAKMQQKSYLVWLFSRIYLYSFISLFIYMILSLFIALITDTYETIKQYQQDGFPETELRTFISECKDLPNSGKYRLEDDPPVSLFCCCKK
#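 Test system: TRPML3-YFP stable HEK293 cells. Doses: single point at 3 µM. Incubation: dye loading 1 h 37 °C then 30 min ambient, 125 s read. Signal: Fluo-8 calcium dye fluorescence, ex 470-495, em 515-575 nm. Measure: percent activation from peak-to-basal fluorescence ratio, scaled between DMSO and carbachol.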
# TRPN1 ag: zebrafish TRPN1 (NompC) channel agonism; HEK293 zebrafish TRPN1-YFP, Fluo-8 calcium fluorescence; 100% = response to 87 µM carbachol; activation, % at 3 µM; 0.18% of 220,000 active;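 active = activation above its plate's cutoff, the mean activation of test wells on that plate plus 3 SD, cut at about 19% in these data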;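 also: 0% = DMSO alone and 100% = 87 µM carbachol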
#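 Assay system: Zebrafish TRPN1-YFP in HEK293 cells | Incubation: Dye loading 1 h at 37 °C, then 30 min room temperature | Measured by: Kinetic Fluo-8 fluorescence, ex 470-495, em 515-575 nm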
# BaF3 tox: counter-screen for JAK2V617F inhibitors: parental Ba/F3 viability inhibitors | CellTiter-Glo ATP luminescence | inhibition, % at 5.6 µM | 1.1% of 220,000 active | AID 1486;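 active = inhibition above a per-campaign cutoff, the mean inhibition of all tested compounds plus 3 SD, cut at about 27% in these data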;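 also: 0% = DMSO wells and 100% = JAK Inhibitor I control wells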
# Ba/F3 V617F tox: reduce viability of Ba/F3 cells dependent on JAK2V617F; Ba/F3 EpoR-JAK2V617F viability, ATP luminescence; inhibition, % at 5.6 µM; 1.1% of 220,000 active; AID 1446;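 active = inhibition above the campaign mean plus 3 SD over all tested compounds, cut at about 24% in these data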;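 also: cytokine-independent growth of Ba/F3 cells driven by EpoR plus mutant JAK2; 0% = DMSO-treated cells and 100% = JAK inhibitor I control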
# m-calpain inh: calpain II (pig) inhibition. purified calpain II, fluorogenic peptide substrate, 30 min. inhibition, % at 16 µM. 0.37% of 220,000 active;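 active = inhibition above about 50%, limit read from the data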
# S1P4 agonist: activates the human S1P4 receptor; O95977; activation, % at 4.98 µM; AID 1509; S1P4-expressing cell line, agonist reporter assay; 0.35% of 220,000 active; in the data active = activation above about 11%;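 also: 0% = DMSO vehicle and 100% = reference agonist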
# PERK inh: inhibitors of human PERK kinase; Q9NZJ5; CHO PERK-DD fusion, SEAP luminescence translation reporter; inhibition, % at 5.6 µM; 0.17% of 220,000 active;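 active = inhibition above the mean inhibition of all tested compounds plus 3 SD, set separately per screening campaign, cut at about 2.9% in these data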;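 also: PERK kinase domain activated by AP20187 dimerizer at 100 nM; 0% = DMSO with dimerizer and 100% = rapamycin at 8.4 µM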
# S1P4 antag: blocks the human S1P4 receptor | S1P4-expressing cells, antagonist mode, reporter read-out | O95977 | inhibition, % at 4.98 µM | 0.26% of 220,000 active; in the data active = inhibition above about 29%;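 also: 0% = wells stimulated with agonist and 100% = vehicle wells without agonist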
# Active calls of the source: *; x = not tested or not shown; & = joins results of further samples.
SMILES,EP2 mod,TRPML3 agonist,TRPN1 ag,BaF3 tox,Ba/F3 V617F tox,m-calpain inh,S1P4 agonist,PERK inh,S1P4 antag
Cc1cc(C)cc(N(C(=O)c2sc(C)nc2C)C(C(=O)NC(C)(C)C)c2ccncc2)c1 (configuration not stated),9&6,0.7,0.4,4,3,27,-0.2,1.0,-9
Cc1cc(-c2nn(-c3ccccc3F)cc2CN2CCCC(C(N)=O)C2)c(C)s1 (configuration not stated),5,0.6,-0.4,8,-1,-16,-1.1,-0.2,-4
O=C(NC(N1CCCCCC1)C(Cl)(Cl)Cl)c1ccccc1Cl (configuration not stated),28,0.5,2.5,4,-1,4,0.6,1.8,8
COc1ccc(C(=O)N/N=C/c2ccc(N3CCOCC3)o2)cc1OC,-5,0.3,0.4,0,0,-7,0.9,1.1,-10
CC(C)(C)c1ccc(OCCCC(=O)N2CCOCC2)cc1,-2,0.6,0.8,4,-2,-8,1.1,1.6,-13
CCOC(=O)/C=C1\SCC(=O)N1CC(=O)Nc1ccc(C(C)C)cc1,5,0.6,1.8,4,3,24,0.8,0.1,-14
COc1ccc(CCN(C(=O)c2cccc(F)c2)C2CC(=O)N(c3ccccc3)C2=O)cc1 (configuration not stated),-3,-0.5,-0.8,4,-1,-10,4.2,-0.7,-6
O=C(CN1CCN(Cc2ccc(Cl)cc2)CC1)N/N=C/c1ccccc1F,-52,2.2,3.9,-2,1,0,-0.8,-1.2,10
Cc1ccccc1OCC(=O)NCC(=O)OCC(=O)c1ccc2ccccc2c1,-44,-0.2,0.0,2,2,-8,-0.7,0.3,-1
CCC(C)NC(=O)CN(c1cc(C)ccc1OC)S(C)(=O)=O (configuration not stated),7,1.4,0.4,3,-2,21,1.8,0.8,-17
Cn1ncc(Cl)c1C(=O)N/N=C/c1ccccn1,28,0.5,0.7,4,2,-5,3.3,0.3,8
CCOC(=O)CS(=O)(=O)c1ccc2ccccc2c1,-7,-0.9,-0.3,4,-3,7,-0.1,1.7,-4
C=CCn1cc(C(=O)N2CCN(C)CC2)c(=O)c2cc(S(=O)(=O)N3CCCC3)ccc21,6,0.8,1.4,-4,-2,9,2.0,0.6,-13
CCOC(=O)CSC1=C(C#N)C(c2ccccc2C)C2=C(CCCC2=O)N1 (configuration not stated),11,-0.2,0.4,4,-3,-89,-0.2,-0.6,-1
CC(C)c1ccccc1NC(=S)NC(C)c1ccccc1 (configuration not stated),11,-0.4,-2.9,5,3,25,0.5,-0.4,-9
Cn1c(N/N=C2\CCCc3ccccc32)nc2c1c(=O)n(Cc1ccccc1)c(=O)n2C,6,0.8,-1.4,2,-4,-279,3.1,0.9,-10
COc1ccc(C)cc1NC(=O)CC(NC(C)=O)c1ccccc1 (configuration not stated),4,-0.1,-0.6,3,7,28,-1.3,-0.8,-8
O=C(O)/C=C/c1coc2ccccc2c1=O,12,0.3,0.5,7,2,15,0.3,-0.2,0
Cc1nn(C)cc1/C=N/NC(=O)c1sc2ccccc2c1Cl,-18,0.4,0.1,8,2,8,0.1,0.1,2
CC1CCC(C(C)C)C(OC(=O)C[n+]2cc(-c3ccc(Cl)cc3)n3c2CCC3)C1 (configuration not stated),29,0.0,-0.4,-2,0,-10,0.2,-0.4,3

# Reprinted at random: two compounds from above
SMILES,EP2 mod,TRPML3 agonist,TRPN1 ag,BaF3 tox,Ba/F3 V617F tox,m-calpain inh,S1P4 agonist,PERK inh,S1P4 antag
O=C(CN1CCN(Cc2ccc(Cl)cc2)CC1)N/N=C/c1ccccc1F,-52,2.2,3.9,-2,1,0,-0.8,-1.2,10
O=C(O)/C=C/c1coc2ccccc2c1=O,12,0.3,0.5,7,2,15,0.3,-0.2,0

# Carrying on.
SMILES,EP2 mod,TRPML3 agonist,TRPN1 ag,BaF3 tox,Ba/F3 V617F tox,m-calpain inh,S1P4 agonist,PERK inh,S1P4 antag
CCNc1nc(NCC)nc(Oc2ccc(OCc3ccccc3)nn2)n1,-64,0.1,2.7,5,2,38,-0.6,-0.4,-9
O=C(NC(=S)Nc1ccc(CN2CCOCC2)cc1)c1ccccc1[N+](=O)[O-],-1,1.1,2.1,11,1,4,0.7,-0.3,-3
CC(=Nc1cccc(C)c1)c1sc2ccccc2c1O,1,0.7,0.3,6,3,16,-1.0,-0.6,7
Cc1ccc(NS(=O)(=O)c2cccc(C(=O)n3ncc(C#N)c3N)c2)c(C)c1,-12,1.2,0.8,4,-2,0,-0.4,0.7,-12
CCCCNc1cc(C)nc(NCc2ccccc2)n1,-27,3.4,5.9,45*,50*,0,0.7,-2.0,7
CC12c3ccccc3C(c3ccccc31)C1C(=O)N(c3cccnc3)C(=O)C12 (configuration not stated),-15,0.1,0.3,3,-2,8,-1.4,-0.8,-9
N#CCCn1cc(/C=C(\C#N)c2nc3ccccc3s2)c(-c2ccc(F)cc2)n1,-20,0.5,0.9,0,-5,-119,-0.8,0.3,1
CCN1CCCC1CNC(=O)c1cc2c(-c3cccc(OC)c3)nn(C)c2s1 (configuration not stated),x,0.7,0.2,10,7,x,-1.1,-1.2,-12
CCCC1Cc2c(sc(N)c2C#N)CO1 (configuration not stated),-10,0.0,-1.1,10,6,21,1.7,1.0,-15
COc1ccccc1OCCCCCNCCO,-15,0.1,-1.8,-1,-2,-16,-0.3,-0.5,-1
CC(C)C1N=C(c2ccc3c(c2)OCO3)CC(c2ccccc2O)N1 (configuration not stated),5,-0.1,-0.9,4,-3,-28,-1.1,0.0,-3
O=C(COC(=O)c1cccc([N+](=O)[O-])c1)c1ccc(OCc2ccccc2)cc1,-21,-0.2,0.0,7,-5,18,-0.6,0.2,-14
O=C(NCC1CCCO1)C(c1ccccn1)N(Cc1ccccc1Cl)C(=O)CN1C(=O)c2ccccc2S1(=O)=O (configuration not stated),-14,1.1,2.0,4,5,6,-0.7,-0.6,1
COc1ccc(CCNC(=S)N2CCC(Cc3ccccc3)CC2)cc1OC,-50,2.4,0.4,8,-3,6,-1.4,-0.6,0
COc1ccc(C(c2nnnn2C2CCCC2)N2CCc3ccccc3C2)cc1OC (configuration not stated),2,-1.1,0.4,10,4,-10,-0.8,-1.1,6
COc1ccc(CCCc2nnc(SCC(=O)Nc3cc(C)c(C)cc3Br)o2)cc1,10,-1.1,-2.3,2,-3,-14,1.8,0.0,-3
C=CCNC(=S)N/N=C/c1cn(-c2ccccc2)nc1-c1ccc(OC)cc1,-3,0.2,-0.6,-1,-4,-9,0.4,0.2,-15
CNC(=S)N/N=C/c1cn(CCOc2ccccc2OC)c2ccccc12,-13,-1.1,0.0,6,-1,-24,0.7,0.1,2
Cc1ccc(CNC(=O)CCC2CCCN(Cc3c(C)nn(C(C)C)c3C)C2)o1 (configuration not stated),12,0.9,0.6,6,-3,-28,-1.2,-0.2,-7
Cc1sc2nc(CSCC(=O)Nc3ccc(OC(F)F)cc3)[nH]c(=O)c2c1C,-10,-0.4,-0.3,15,6,-27,2.4,0.5,-16
COc1ccc(-c2nc(CNS(=O)(=O)c3cc(OC)ccc3OC)cs2)cc1,15,-0.1,-0.3,8,-2,-7,-0.1,0.2,-20
Cc1cc(NS(=O)(=O)c2ccc(NC(=S)NC(=O)c3cccc(S(=O)(=O)N(C)C)c3)cc2)no1,6,0.1,0.3,8,4,5,-0.5,0.1,9
CC(=O)OCC1(C)CN(c2ccccc2)N(C(C)=O)C1=O (configuration not stated),17,-1.1,0.4,1,3,24,-0.5,0.2,8
COc1cc(/C(C)=N/NC(=O)CN2CCN(S(=O)(=O)c3ccc(C)cc3)CC2)ccc1O,27,1.1,0.2,-1,0,-10,2.3,-0.6,-2
Cc1cc(C)n(C(=O)CSc2nc3ccccc3o2)n1,8,0.2,1.1,2,-4,3,0.9,0.9,-5
COc1ccccc1-n1nc(C)cc1N,13,-0.2,0.1,3,-1,-17,0.0,0.9,-8
COc1cccc(CC(=O)Nc2nc(-c3cccnc3)cs2)c1,-14,0.4,1.0,4,0,4,0.0,0.3,-5
O=C1OC(c2ccccc2)=C/C1=C\N1CCOCC1,-4,0.6,2.0,7,2,3,-0.2,0.1,-18
O=C1NC(c2cccs2)Nc2sc3c(c21)CCCC3 (configuration not stated),-16,1.1,1.5,3,-2,-5,-0.6,1.2,-9
O=C(Nc1ccccc1)c1ccc(S(=O)(=O)N2CCCCC2)cc1,-13,1.4,1.8,1,1,29,0.9,-0.7,0
O=C(Nc1ccccc1C(F)(F)F)c1cc(S(=O)(=O)N2CCOCC2)ccc1F,0,0.4,-0.7,2,0,-18,-1.9,-0.1,4
Cc1ccccc1C1CCCN(Cc2nc(CC3CC3)no2)C1 (configuration not stated),5,0.3,-1.0,3,1,-19,0.4,0.8,-2
Cc1ccccc1S(=O)(=O)c1c(C)cc(C)n(CC(C)C)c1=O,70*,4.9,-1.3,9,6,30,-0.3,-0.6,-11
CCOc1ccc(N2CSC(=S)N(c3ccc(OCC)cc3)C2)cc1,-9,0.3,-0.4,0,-1,-8,-0.6,0.2,0
Cn1c(=O)cc(SCC(=O)N2CCN(c3ccccn3)CC2)c2ccccc21,16,-0.7,-0.4,1,0,1,1.4,-0.6,-6
Cc1cc(-c2ccccc2)nc(=O)[nH]1,27&36,-0.7,0.5,0,1,-6,-0.7,2.4,-1
CSc1nnc(-c2ccc([N+](=O)[O-])cc2)o1,18,0.2,-0.5,6,0,16,0.7,0.4,-5
CCOC(=O)CCCNC(=O)CCNC(=O)c1ccc(OCCC(C)C)cc1,41,0.0,1.7,2,-2,-15,1.1,-0.8,-5
Cc1cc2c(ncn2Cc2ccccc2)c(NS(C)(=O)=O)c1C,-10,0.2,1.3,8,-2,13,0.5,-0.9,-15
COc1ccccc1OCC(=O)Nc1ccc(S(=O)(=O)N2CCCCCC2)cc1,4,0.9,2.5,5,1,-2,-2.5,-0.8,8

# As entered above:
# Cc1ccccc1S(=O)(=O)c1c(C)cc(C)n(CC(C)C)c1=O | BaF3 tox: 9
# Cn1c(=O)cc(SCC(=O)N2CCN(c3ccccn3)CC2)c2ccccc21 | TRPML3 agonist: -0.7

# Next compounds
SMILES,EP2 mod,TRPML3 agonist,TRPN1 ag,BaF3 tox,Ba/F3 V617F tox,m-calpain inh,S1P4 agonist,PERK inh,S1P4 antag
Cn1nc(-c2ccc(C(=O)O)cc2)c2ccccc2c1=O,7,1.0,-0.1,5,2,-45,2.8,0.3,1
COCCN(CC(=O)NCC1CCCO1)C(=O)CCC(=O)Nc1cc(C)on1 (configuration not stated),-18,0.5,0.4,1,35*,-5,0.1,0.7,-12
NC(=O)CC12CC3CC(C1)CC(CC(N)=O)(C3)C2,22,0.6,0.1,4,3,15,0.2,1.0,8
Cc1cc(C)cc(N=c2c([N+](=O)[O-])nn(-c3ccc(Cl)cc3)n2O)c1,32,0.6,1.1,4,2,-5,0.9,0.2,-13
Cc1c(NC(=O)c2ccc(Cl)nc2)cccc1-c1nc2cccnc2s1,19,4.9,8.6,0,-2,-1,0.4,-2.5,-26
Cc1cccc2c(C(=O)n3cccn3)cc(-c3ccccc3Cl)nc12,46,-1.0,2.6,9,6,-70,4.6,0.3,-18
O=C(O)C1Cc2ccccc2CN1C(=O)c1ccccc1 (configuration not stated),17,-0.2,-1.3,4,-1,-4,1.9,1.8,-8
CCCNC(=O)c1ccccc1C(=O)NC1(C(=O)NCCC)CCCC1,31,0.1,-1.1,-2,-1,-3,0.7,0.6,15
O=C(COC(=O)c1ccccn1)NCc1ccccc1,-7&1,0.3,-0.3,6,-1,-10,1.6,0.6,-23

# Screens deposited in PubChem BioAssay by several laboratories.

# No enrichment for hits; about 3.6% have a hit in one of these screens.
